Compound activity as filed in PubChem BioAssay.
Mac1 fbg inh – CD11b/CD18-fibrinogen binding inhibition; hit rate 0.54% among 93,000; inhibition, % at 10 µM; AID 1497; K562 CD11b/CD18 adhesion to fibrinogen, ATPlite luminescence; Mn2+ added to activate the integrin; P05107+P11215;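 active = primary inhibition of 50% or more at 10 µM, then 40% or more on retest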; also: some results filed as inactive read as strong as hits
Calb biofilm kill – kills Candida albicans biofilms | C. albicans biofilm + clotrimazole, Alamar Blue | inhibition, % at 6 µM | hit rate 0.14% among 85,000 | AID 834;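 active = inhibition above 20%; inactive = inhibition below 20%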;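 also: preformed 24 hr biofilms exposed to compound for 48 hr; 0% = biofilm without compound and 100% = blank killed by clotrimazole plus chlorhexidine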
Smad3 inh – blocks human Smad3 binding to FoxH1 peptide; TR-FRET Smad3/Dy647-FoxH1 peptide binding, europium anti-His; inhibition, % at 25 µM; hit rate 0.29% among 88,000; AID 630;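 active = compounds that reduce the energy-transfer binding signal between the protein and its labelled peptide by more than half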;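 also: 0% = Smad3 plus labelled peptide maximal FRET and 100% = peptide-only background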
ERb SRC1 inh – ER-beta (human) coactivator binding inhibition; Q92731; AID 633; inhibition, % at 25.6 µM; hit rate 1.3% among 86,000; TR-FRET ER-beta LBD / SRC1-Cy5 peptide binding; receptor agonist-loaded with 1 µM estradiol;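 active = compounds whose percent inhibition of the receptor-coactivator binding signal exceeds about 50% in the single-dose screen, limit read from the data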;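 also: 0% = receptor plus peptide wells without compound and 100% = peptide-only wells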
CD11b adhes enh – increases human CD11b/CD18 adhesion to fibrinogen; hit rate 0.07% among 93,000; AID 1499; K562 CD11b/CD18 adhesion to fibrinogen, ATPlite luminescence; P05107+P11215; activation, % at 10 µM;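 active = 10 µM primary screen giving 50% or more activity, confirmed by 40% or more on retest at that dose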; also: strong numbers were not always called active; reference of the scale not given here
sEH act – activators of human soluble epoxide hydrolase; hit rate 0.04% among 91,000; AID 717; P34913; purified human sEH enzymatic activity, activator screen; activation, % at 2 µM; in the data active = activation above about 37%; also: values of inactives mirror those of a sister screen read the other way
ERa SRC1 pot – enhances coactivator binding to human estrogen receptor alpha | P03372 | TR-FRET ERalpha-LBD/SRC-Cy5 coactivator binding, 2 h; 100 = basal binding, no effect | coactivator binding (% of control), % at 25.6 µM | hit rate 1.3% among 86,000; in the data active = activity above about 200%;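 also: binding measured in presence of low estradiol as agonist stimulus; 0% = peptide alone without receptor and 100% = receptor with peptide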
Target sequence (P03372 whole entry, looked up, the tested form may be a part): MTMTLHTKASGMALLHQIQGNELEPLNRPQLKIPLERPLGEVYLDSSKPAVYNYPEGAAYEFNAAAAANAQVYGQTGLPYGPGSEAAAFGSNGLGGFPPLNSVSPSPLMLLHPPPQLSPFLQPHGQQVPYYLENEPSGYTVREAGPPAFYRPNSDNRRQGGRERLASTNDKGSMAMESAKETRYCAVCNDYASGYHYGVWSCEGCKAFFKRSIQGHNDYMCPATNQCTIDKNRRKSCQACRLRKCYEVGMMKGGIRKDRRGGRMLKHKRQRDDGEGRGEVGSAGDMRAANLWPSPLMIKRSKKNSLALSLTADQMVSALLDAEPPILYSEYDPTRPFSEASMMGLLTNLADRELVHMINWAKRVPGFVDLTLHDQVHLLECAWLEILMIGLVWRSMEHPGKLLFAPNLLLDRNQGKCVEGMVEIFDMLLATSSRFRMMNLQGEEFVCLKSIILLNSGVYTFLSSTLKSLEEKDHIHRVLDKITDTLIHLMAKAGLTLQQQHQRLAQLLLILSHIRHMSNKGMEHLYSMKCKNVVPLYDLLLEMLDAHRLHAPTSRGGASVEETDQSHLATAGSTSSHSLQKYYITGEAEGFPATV
MT1-MMP txn act – activates MT1-MMP transcription; HT1080 MT1-MMP promoter luciferase reporter, luminescence, overnight; stronger effect = higher value; hit rate 0.16% among 86,000; activation factor at 10 µM;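 active = activation factor of at least 2 for MT1-MMP transcription at 10 µM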
sEH inh – soluble epoxide hydrolase (human) inhibition. recombinant human sEH enzymatic activity assay. inhibition, % at 2 µM. hit rate 0.34% among 91,000. AID 707; in the data active = inhibition above about 80%; also: values of inactives mirror those of a sister screen read the other way; many of its hits are not listed in these tables
Active calls of the source: *; . = not tested or not shown; [ ] = another dose, or the depositor's remark. Only part of the results is shown (hit frequency here may not be typical).

Compound,ERb SRC1 inh,sEH act,Mac1 fbg inh,ERa SRC1 pot,CD11b adhes enh,sEH inh,MT1-MMP txn act,Smad3 inh,Calb biofilm kill
O=c1ccc(Cl)cn1Cc1ccccc1F,-1,1,.,105,.,1,1.2,-4,0
COC(=O)CC1=C(C(=O)OC)C(c2cccc(OCC(N)=O)c2)C(C#N)=C(N)O1 (stereo unspecified),-7,24,.,142,.,-21,1.1,5,6
Brc1ccc(-c2nnc(-c3ccccc3Br)o2)cc1,-4[fluorescence artefact?],.,81,167[fluorescence artefact?],0,.,1.2,-6,4
O=c1cc(C(F)(F)C(F)F)oc2ccccc12,-1,6,-16,93[fluorescence artefact?],-2,-6,1.1,-12,6
CC1Cc2nc(SCC(=O)N3CCc4ccccc43)n(C)c(=O)c2S1 (stereo unspecified),-1,3,.,98,.,-2,1.2,2[fluorescence artefact?],7
CC1C(=O)C(C)C(c2ccc3c(c2)OCO3)NC1c1ccc2c(c1)OCO2 (stereo unspecified),3[fluorescence artefact?],-4,-14,91,1,3,1.1,-6,-3
O=C(O)CSC1CC(=O)N(c2cccc(Cl)c2)C1=O (stereo unspecified),-7,.,4,118,-1,.,1.1,7,8
O=C(CCc1ccccc1)Nc1cccc(NC(=O)CCc2ccccc2)c1,4,23,-2,107,-3,-26,1.1,6,5
O=C(OCc1nnc(-c2ccc(Cl)cc2)o1)c1ccc(=O)n(Cc2ccccc2)n1,-10,3,-20,118,1,-2,1.2,-7,9
CCCCCCN=CC1=C(O)CC(C)(C)CC1=O,-5,-10,-6,90,3,10,1.2,-3,-4
CCOC(=O)c1c(NC(=O)CSc2nnc(-c3ccncc3)n2Cc2ccco2)sc(C(C)=O)c1C,1,9,.,99,.,-6,1,4,8
CC(=O)N1CC=C2C(C#N)=C(N)C(C#N)(C#N)[C@H](c3ccoc3)[C@H]2C1,1,9,6,110,5,-8,1.3,9,10
O/N=C1/CCCCC1c1ccccn1 (stereo unspecified),4[fluorescence artefact?],10,.,105,.,-10,1.1,-14,2
O=C(Nc1cccc(-c2nnc(-c3ccco3)o2)c1)C(c1ccccc1)c1ccccc1,-5,-16,-33,110,10,17,1.1,25,-2
Cc1cc(C)c2nc(N3CCCN(C(=O)c4cnccn4)CC3)c(C#N)cc2c1,-2,-10,-2,113,1,8,1,-1,2
O=c1ccc2cc(S(=O)(=O)N3CCOCC3)ccc2o1,-8,0,0,107,-2,1,1.2,1,7
COC(=O)c1cccc(NC(=O)c2ccco2)c1,-4,0,.,119,.,0,1.1,-1,4
CCOC(=O)N1CCN(Cc2nc(N)nc(Nc3ccccc3C)n2)CC1,1,1,4,95,-2,1,1.1,6,2
CCn1c2ccccc2c2nnc(SCC(=O)NC(C(=O)OC)C(C)C)nc21 (stereo unspecified),29,.,.,199[fluorescence artefact?],.,.,1.4,9,1
O=S(=O)(c1ccc2ccccc2c1)N(CC(O)CN1CCOCC1)c1ccccc1 (stereo unspecified),4,-6,-7,106,0,9,1.1,-5,4
CCOc1cccc(N(C(=O)Cc2cccs2)C(C(=O)NC2CCCCC2)c2cccn2C)c1 (stereo unspecified),0,-2,.,84,.,2,1.1,-3,8
O=C(CN1C(=O)CCC1=O)Nc1nc(-c2ccccn2)cs1,-7,1,-8,130[fluorescence artefact?],-1,2,1,-2,0
CCCn1c(N)c(C(=O)CSc2nc(C)cs2)c(=O)n(C)c1=O,-1,-8,.,91,.,11,0.9,1,2
COc1ccc(NC(=O)c2ccc(C(=O)c3cc(OC)ccc3OC)cc2)cc1,.,-5,-6,.,16,8,.,.,.
Cc1cc(C(=O)N(C)C)sc1-c1ccccc1,-27[fluorescence artefact?],5,.,104,.,-4,1.9,4,12
Cc1ccc(S(=O)(=O)NCCCCCC(=O)Nc2ccccn2)cc1,-4,0,-10,96,-7,0,1,2,7
CC(C)(C)c1ccc(C(=O)N/C(=C\c2cccs2)C(=O)NCc2ccco2)cc1,.,2,-20,.,1,1,.,.,.
CC1=C/C(=C/N(C)c2ccccc2)C(=O)S1,7,0,-16,102,12,-1,1.4,9[fluorescence artefact?],5
COc1ccc(C2=CC(=O)OC3(CCCCC3)O2)cc1,-19,-10,5,115,-5,14,1.2,8,5
CC1(C)Cc2c(ccc3ccccc23)C(=O)N1,2,-6,.,85,.,8,1.5,7,4
CC12CC3CC(C)(C1)CC(CN1CCOCC1)(C3)C2,-6[fluorescence artefact?],-4,2,118,-5,4,1.4,-7,4
Nc1nonc1-c1nc2ccccc2n1Cc1ccc(F)cc1,-1[fluorescence artefact?],3,-8,111,2,-6,1.2,4,6
Clc1ccc(Cc2ccccc2)nn1,.,-2,-15,.,-2,-1,.,.,.
CC(=O)c1cc(-c2ccccc2)n(CC(=O)N2CCC(N3CCCCC3)CC2)c1C,-1,8,-4,104,-5,-13,1.2,11,11
Cc1cc(N2CCCC(C(=O)Nc3ccc4c(c3)CCC4)C2)n2ncnc2n1 (stereo unspecified),-5[fluorescence artefact?],-82,-24,130,1,82*,1.1,-2,5
CNc1nnc(CSc2nc(C)cc(C)n2)s1,.,6,-12,.,5,-7,1,.,.
O=C(NC12CC3CC(CC(C3)C1)C2)c1ccccc1O,-10,-1,7,112,4,-1,1.1,-8,5
O=C(NCc1ccco1)c1cc(-c2ccccc2)nc2ccccc12,-5,4,-16,89,-6,-3,1.1,0,5
Cc1cc2c(=O)n(Cc3ccco3)c(SCC(=O)N3CCCc4ccccc43)nc2s1,-1,5,-2,106,8,-4,0.8,8,5
COc1ccc(OC)c(NC(=O)CSc2nnnn2-c2ccccc2F)c1,0,1,-12,112,-3,-1,1.1,6,5

A second format for two compounds above:
Under each structure: ERb SRC1 inh	sEH act	Mac1 fbg inh	ERa SRC1 pot	CD11b adhes enh	sEH inh	MT1-MMP txn act	Smad3 inh	Calb biofilm kill
CCOc1cccc(N(C(=O)Cc2cccs2)C(C(=O)NC2CCCCC2)c2cccn2C)c1 (stereo unspecified)
    0	-2	.	84	.	2	1.1	-3	8
O=C(CN1C(=O)CCC1=O)Nc1nc(-c2ccccn2)cs1
    -7	1	-8	130[fluorescence artefact?]	-1	2	1	-2	0

New compounds follow:
Compound,ERb SRC1 inh,sEH act,Mac1 fbg inh,ERa SRC1 pot,CD11b adhes enh,sEH inh,MT1-MMP txn act,Smad3 inh,Calb biofilm kill
CN1CCN(c2ccc(Cl)cc2NC(=O)c2nn(-c3ccccc3)c(=O)c3ccccc23)CC1,37[fluorescence artefact?],-14,-5,242*[fluorescence artefact?],19,13,1.2,0,-1
CC(c1ccco1)N(C(=O)C12CC3CC(CC(C)(C3)C1)C2)c1ccccn1 (stereo unspecified),-13,9,18,108,-1,-11,1.2,-4,3
O=C(c1cc(-c2ccc(Cl)cc2Cl)on1)N1CCOCC1,1,-2,1,104,-6,2,0.3,10,4
CCOc1ccc(Cc2nc(C)c(CC(=O)N3CCOCC3)c(=O)[nH]2)cc1,0,-10,0,111,-2,10,1,3,6
Cc1cc2nnc(SCc3ccccc3)n2c(N)n1,-2,-4,-1,111,-2,4,1.1,-4,-6
CC(C)(C)c1nc(CN2CCCCC2)cc(CN2CCCCC2)c1O,-12[fluorescence artefact?],2,20,112,1,-1,1,-5,3
CCNc1nc2nonc2nc1NCC,-3,-7,4,98,2,8,1,-10,3
O=C(NCC1CCCO1)c1c(O)c2ccccc2[nH]c1=O (stereo unspecified),-1,-14,7,103,-4,12,1.2,9,2
O=C(O)COc1c(-c2ccccc2)oc2ccccc2c1=O,-27,7,-12,107,-4,-9,1.1,3,0
CCOC(=O)c1[nH]c(C)c(C(=O)Nc2ccc3c(c2)CCC3)c1C,2,14,-1,108,-1,-15,1,-2,0
CNC(=O)CN(c1cc(C)ccc1C)S(C)(=O)=O,49,8,-4,90,-5,-9,1,0,3
CCCCN(CCCNC(=O)C1CCN(S(=O)(=O)CC)CC1)c1ccccc1,-4,-71,.,133[fluorescence artefact?],.,72,1,2,1
CCC(C)[C@H](NC(=O)Nc1cccc(Cl)c1)C(=O)O (stereo partly specified),-11,-10,-14,112,-3,7,1,-8,10
Cc1ccc(C)c(NC(=O)CS(=O)(=O)c2cn(C)c3ccccc23)c1,-1,-9,.,105,.,9,0.9,0,5
CCn1c(SCC(=O)N2CCCC2)nnc1-c1ccc(N)cc1,-20[fluorescence artefact?],6,.,104,.,-6,1.2,6,6
Brc1ccc2nc(CSc3ncn[nH]3)cn2c1,15,5,3,83,-6,-5,1.3,-3,11
c1ccc(COc2ccc(OCCCN3CCCCC3)cc2)cc1,-3,14,-42,91,-4,-12,1.1,13,-1
COc1cccc(C(=O)Nc2cccc(-c3nnc(-c4ccccc4)o3)c2)c1,12[fluorescence artefact?],.,.,112,.,.,1,-3,11
Cc1ccccc1NC(=O)C1CCCN1C(=O)NC1CCCCC1 (stereo unspecified),-1[fluorescence artefact?],-15,-3,101,15,14,1.3,-9,10
COc1ccc(OC)c(NC(=O)CSc2nc3ccccc3c(=O)n2CCNC(C)=O)c1,3,28,.,123,.,-28,1,6,3
CC(=O)c1cccc(NC(=O)CC2Oc3ccc(C)cc3NC2=O)c1 (stereo unspecified),-5[fluorescence artefact?],-9,-8,104,2,9,1,5,3
N#Cc1cccc(NC(=O)c2ccccc2C(=O)O)c1,-2,-8,19,119,3,10,.,10,6
CS(=O)(=O)c1cnc2c(-c3ccc(F)cc3)cnn2c1N,.,0,17,.,4,0,.,.,.
COC(=O)c1nc(NC2=NCCCCC2)n[nH]1,10,4,0,104,-2,-5,1.1,-9,7
c1ccc(CSc2nnc(-c3c[nH]c4ccccc34)o2)cc1,1[fluorescence artefact?],.,5,151,3,.,1.2,10,0
CC1=NN(C(=O)c2ccc(Cn3nc(C)cc3C)o2)C(O)(C(F)(F)F)C1 (stereo unspecified),.,4,8,.,2,-2,.,.,.
